NCI-60 one-dose screen, 48 h, at 10 µM unless noted. Numbers give growth in % (100 = growth as untreated, 0 = no growth, -100 = all killed).
MDA-MB-435: MDA-MB-435 melanoma. 82,000 tested, 7.8% active. AID 1794794
LOX IMVI: LOX IMVI melanoma; 79,000 tested, 7.4% active; AID 1794757
SK-MEL-28: SK-MEL-28 melanoma | 81,000 tested, 4.1% active | AID 1794761
MALME-3M: MALME-3M melanoma; 78,000 tested, 5.8% active; AID 1794766
UACC-257: UACC-257 melanoma | 78,000 tested, 4.4% active
UACC-62: UACC-62 melanoma | 81,000 tested, 5.4% active
SK-MEL-2: SK-MEL-2 melanoma; 77,000 tested, 4.7% active; AID 1794763
SK-MEL-5: SK-MEL-5 melanoma; AID 1794755; 80,000 tested, 6.4% active
* marks the source's active call; other numbers are inactive results; nt = not tested or not shown; [ ] = remark or other dose. How the source made its calls: active means growth percent below 10; inactive means the rest.

SMILES | MDA-MB-435 | LOX IMVI | SK-MEL-28 | MALME-3M | UACC-257 | UACC-62 | SK-MEL-2 | SK-MEL-5
CC(C)Cc1ccc(CC(=O)O)cc1 | 122 | 104 | 125 | 134 | 105 | 100 | 94 | 114
COc1ccc(N=Nc2c(N)nn3c(-c4cccs4)ccnc23)cc1 | 108 | 85 | 98 | 93 | 120 | 85 | 93 | 88
CC(=O)N=C1N(/C=C2\C(=O)Oc3ccccc3C2=O)C(=O)/C(=C/c2cccc([N+](=O)[O-])c2)N1C | 101 | 91 | 104 | 94 | 105 | 99 | 107 | 94
COc1ccc2nc(OC)c(-c3nc4c(cnn4-c4ccc(Br)cc4)c(=O)[nH]3)cc2c1 | 48 | 99 | 96 | 103 | 92 | 77 | 83 | 93
OCCCCCOCc1ccccc1 | 104 | 91 | 104 | 98 | nt | 97 | 120 | 100
O=C(Nc1cnns1)Oc1ccccc1 | 104 | 105 | 122 | 107 | 103 | 107 | 101 | 102
CN(C)c1ccc(/C=N/NC(=O)c2cccc3ccccc23)c(Cl)c1 | -22* | 38 | 42 | 53 | 36 | 46 | 28 | 24
O=C(OC1CCC2CCCC1C2=O)c1ccc([N+](=O)[O-])cc1 (configuration not stated) | 96 | 100 | 111 | 106 | 96 | 101 | 106 | 100
Nc1ncnc2c1ncn2C1OC(CO)C2OC21 (configuration not stated) | 111 | 99 | 111 | nt | 99 | 100 | 95 | 101
O=C(NCCc1ccc(Cl)cc1)c1[nH]c2ccccc2c1Cl | 98 | 96 | 110 | 108 | 100 | 82 | 131 | 95
COc1ccc2[nH]c(C(=O)OCc3ccc4c(Cl)cc(Cl)c(O)c4n3)cc2c1 | -85* | -93* | nt | -80* | -77* | -89* | -11* | -31*
CCCCCc1c(C)[nH]c(/C=C2\N=C(c3ccc[nH]3)C=C2Oc2ccc(Cl)cc2)c1C | -72*[100 µM] | -69*[100 µM] | -52*[100 µM] | -59*[100 µM] | -25*[100 µM] | -83*[100 µM] | -73*[100 µM] | -90*[100 µM]
C[n+]1ccc(C#N)c2ccccc21 | 96 | 86 | 106 | 27 | 110 | 115 | 77 | 99
COc1ccc(-c2cc(-c3ccccc3)nc(NCCNc3ccnc4cc(Cl)ccc34)n2)cc1 | -69* | -79* | -93* | -77* | -79* | -90* | -77* | -98*
COc1ccc(/C=C2\NC(=S)NC2=O)cc1 | 110 | 112 | 119 | 77 | 106 | 95 | 109 | 107
COc1ccc2nc(Cl)c(/C=C/C(=O)c3ccc(NC(=O)CSc4nnc(-c5ccc(Cl)c(Cl)c5)n4-c4ccccc4)cc3)cc2c1 | 96 | 98 | 107 | 92 | 81 | 86 | 88 | 95
C=C1C(=O)O[C@H]2[C@H]1CC/C(C=Nc1ccc(OC)c(C(N)=O)c1O)=C\CC[C@@]1(C)O[C@@H]21 | 80 | 83 | 69 | 58 | 54 | 88 | 81 | 100
O=C(Nc1ccncc1)C(=O)c1cn(S(=O)(=O)c2cc(Cl)cc(Cl)c2)c2ccccc12 | 8.8* | 48 | 78 | nt | 70 | 57 | 62 | 63
Cc1ccc(-c2nnc(SCc3ccc(O)c4ncccc34)n2-c2ccccc2)cc1 | 9.9* | 3.3* | 23 | 3.8* | -7.3* | -28* | -1.0* | -28*
Cc1nc2ccccc2n1C(=O)CN=C1CC(=O)NN1 | 103 | 94 | 113 | 103 | 100 | 98 | 101 | 98
CCCCNC(=O)Oc1ccc(/C(=C(/C)Cc2ccc(OC)cc2)c2ccc(OCCN(C)C)cc2)cc1 | 82 | 82 | 90 | 96 | 99 | 94 | 96 | 90
C=CCOP(=O)(OCC=C)C(=C)C | 101 | 93 | 105 | 106 | 91 | 106 | 155 | 107
CCOC(=O)C(NC=O)C(=O)OCC | 112 | 103 | 111 | 112 | 98 | 104 | 87 | 101
CCCc1cccc(C)c1O | 111 | 101 | 107 | 92 | 102 | 98 | 99 | 102
COC(=O)c1cc(Br)cc(Br)c1N | 109 | 99 | 102 | 108 | 110 | 86 | 110 | 100
Cc1cc(NC(=O)c2cnc(N3CCN(CCOCCOCCOCCOCCC(=O)N[C@H](C(=O)N4C[C@H](O)C[C@H]4C(=O)N[C@@H](C)c4ccc(-c5scnc5C)cc4)C(C)(C)C)CC3)cn2)c2ncccc2c1 | -68* | -86* | -75* | -32* | -5.8* | -57* | -18* | -41*
O=C1OC2(c3ccccc31)c1ccccc1-c1ccccc12 | -27* | 78 | 75 | nt | 89 | 57 | 65 | 79
Nc1ccccc1-c1cc2c(c3c1[nH]c1ccccc13)CCCCCCCCCC2 | 100 | 91 | 94 | 112 | 106 | 101 | 96 | 98
CCOC(=O)c1sc2ncc(-c3ccc(Br)cc3)n2c1C | nt | 83 | 98 | 91 | 103 | 80 | 102 | 98
CC1(C)COC1(c1ccccc1)c1cccnc1 (configuration not stated) | 105 | nt | 109 | 95 | 100 | 114 | nt | 100
O=[N+]([O-])c1ccc(/C=N/c2nn[nH]n2)cc1 (tested in a mixture with another compound) | 107 | 100 | 111 | 114 | 106 | 113 | 112 | 112
CC(=O)Cc1ccc(-c2ccccc2)cc1 | 114 | 100 | 114 | 77 | 99 | 88 | 102 | 99
C=C(C)[C@@H]1CC[C@]2(C(=O)N3CCN(C)CC3)CC[C@]3(C)[C@H](CC[C@@H]4[C@@]5(C)C/C(=C/c6ccncc6)[C@H](O)C(C)(C)[C@@H]5CC[C@]43C)[C@@H]12 | -40*[100 µM] | -77*[100 µM] | -54*[100 µM] | -55*[100 µM] | -31*[100 µM] | -56*[100 µM] | -60*[100 µM] | -82*[100 µM]
NC1=N/C(=C2/CCNC(=O)c3[nH]ccc32)C(=O)N1 | 108 | 99 | 116 | 99 | 90 | nt | 103 | 108
O=C(O)CCCC1CCCCC1 | 111 | 97 | 106 | 105 | 97 | 103 | 93 | 98
Cc1nc(=S)[nH][nH]1 | 106 | 95 | 99 | 96 | 92 | 102 | 67 | 101
CC(=O)N/C(=C1/OC(C(O)C(O)C(O)CO)CN1C)[P+](c1ccccc1)(c1ccccc1)c1ccccc1 (configuration not stated) | 103 | 98 | 106 | 91 | 104 | 99 | 99 | 95
C=CC(=O)N[C@@H](/C=C/C(=O)OCC)Cc1ccc(-c2cc(F)cc(C(N)=O)c2)cc1 | 94 | 99 | 104 | 102 | 92 | 76 | 99 | 97
O=C1NC(c2ccc(Cl)cc2)(c2ccc(Cl)cc2)C(=O)N1Cl | 101 | 95 | 101 | 88 | 107 | 89 | 132 | 92
CSc1nn2c(-c3cc4ccccc4oc3=O)ccnc2c1C#N | 106 | 94 | 107 | 109 | 101 | 91 | 101 | 98
COc1ccc(-c2cc(C(=O)Nc3nc4ccc(F)cc4s3)nc3cc(-c4ccccc4)nn23)cc1OC | 106 | 101 | 102 | 99 | 102 | 116 | nt | 106
O=C(N/N=C/c1ccccc1)c1ccccc1 | 109 | 106 | 112 | 103 | 102 | 100 | 103 | 108
COc1ccc(-c2cc(-c3ccccc3)nn(CC(=O)N3CCN(c4ccc(F)cc4)CC3)c2=O)cc1 | 111 | 98 | 107 | 95 | 97 | 98 | 101 | 103
CC[C@@]1(OC(=O)CN(C)C)C(=O)OCc2c1cc1n(c2=O)Cc2cc3c(N)cccc3nc2-1 | -45* | -39* | 17 | -24* | -35* | -78* | -17* | nt
Cc1ccc(-c2csc(NN=C(c3ccccc3)c3ccccc3)n2)cc1 | 101 | 90 | 98 | 97 | 81 | 86 | 90 | 92

Overlap with the part before: two entries, then new ones.
SMILES | MDA-MB-435 | LOX IMVI | SK-MEL-28 | MALME-3M | UACC-257 | UACC-62 | SK-MEL-2 | SK-MEL-5
CC[C@@]1(OC(=O)CN(C)C)C(=O)OCc2c1cc1n(c2=O)Cc2cc3c(N)cccc3nc2-1 | -45* | -39* | 17 | -24* | -35* | -78* | -17* | nt
Cc1ccc(-c2csc(NN=C(c3ccccc3)c3ccccc3)n2)cc1 | 101 | 90 | 98 | 97 | 81 | 86 | 90 | 92
CN(C)CCc1c[nH]c2ccc(Cn3cncn3)cc12 | 107 | 97 | 108 | 102 | 112 | 109 | 123 | nt
CSc1nc(Oc2ccc(NC(C)=O)cc2)c(C#N)c(-c2cccc([N+](=O)[O-])c2)n1 | 99 | 94 | 107 | 90 | 105 | 87 | 101 | 97
CCN(Cc1ccccc1)C(=O)C1CCNCC1 | 103 | 98 | 111 | 100 | 101 | 100 | 98 | 99
O=C(Nc1ccc(Cl)cc1)c1ccccc1CC(O)(c1ccccc1)c1ccccc1 | 68 | 59 | 143 | 82 | 82 | 54 | 82 | 87
C#Cc1cccc(Oc2ccc(NC(=O)CCl)cc2)c1 | 32[8.25 µM] | -27*[8.25 µM] | 92[8.25 µM] | 21[8.25 µM] | 76[8.25 µM] | 26[8.25 µM] | 62[8.25 µM] | 6.8*[8.25 µM]
Nc1ncc(-c2ccc3ncnc(N4CCc5cc(F)c(Cl)cc54)c3c2)cc1CO | -34* | 7.2* | -4.3* | -26* | 9.3* | -60* | -63* | -72*
O=C(c1ccc(O)cc1O)c1ccc(O)cc1O | 107 | nt | 121 | 119 | 118 | 102 | 133 | 116
O=C(O)CCCCCNC(=O)c1nc(-c2ccccc2)n(-c2ccc([N+](=O)[O-])cc2)n1 | 104 | 104 | 107 | 101 | 103 | 99 | 112 | 103
O=C(O)c1ccccc1-c1ccccc1C(=O)Nc1ccc2c(c1)C(O)c1ccccc1-2 (configuration not stated) | 104 | 91 | 101 | 100 | 108 | 94 | 118 | 90
COc1ccc(/C=C(/NC(=O)c2ccccc2)C(=O)Nc2ccc(S(N)(=O)=O)cc2)cc1 | 98 | 99 | 106 | 109 | 102 | 93 | 102 | 100
Clc1ccc(-c2cnn3cc(-c4ccccc4)cnc23)cc1 | 27 | 102 | 93 | 99 | 84 | 79 | 96 | 95
c1cn2cc(-c3ccc4c(c3)ncn4C3CCCCC3)nc(-c3ccc4c(c3)ncn4C3CCCCC3)c2n1 | 109 | 88 | 103 | 92 | 94 | 88 | nt | 79
C=C(C)[C@@H]1CC[C@]2(C(=O)O)CC[C@]3(C)[C@H](CC[C@@H]4[C@@]5(C)CCC(OC(=O)/C=C/c6ccc(OC)c(OC)c6)C(C)(C)[C@@H]5CC[C@]43C)[C@@H]12 (some centres not stated) | 70 | 43 | 68 | 72 | 49 | 49 | 63 | 42
CC1(C)CC(=O)C2=C(C1)N(c1ccc(OC(F)(F)F)cc1)C(N)=C(C#N)C2c1cccc(Br)c1 (configuration not stated) | 98 | 86 | 99 | 94 | 89 | 74 | 91 | 93
Clc1cccc(-n2cnnn2)c1N1CCCC1 | 95 | 103 | 98 | 113 | 104 | 98 | 126 | 96
COCC(O)CNCCO (configuration not stated) | 102 | 94 | 112 | 104 | 94 | 105 | 95 | 103
Cc1ccccc1-n1c(C)nc2ccc(N3CCCNC3=O)cc2c1=O | 100 | 93 | 112 | 93 | 109 | 103 | 107 | 104
Cc1ccc(C2=C(Br)C(=O)c3nc(C)ccc3C2=O)cc1 | 72 | 58 | 77 | 70 | 86 | 51 | 81 | 63
Cc1ccc(/C=C2\SC(=S)N(NC(=O)c3ccccc3)C2=O)o1 | 108 | 96 | 104 | 90 | 96 | 94 | 103 | 99
CC(C)(C)n1cc(-c2ccnc(NCCNS(=O)(=O)c3ccc(C(F)(F)F)cc3)c2)c(-c2cccc(F)c2)n1 | 96 | 95 | 103 | 93 | 92 | 79 | 108 | 70
CCCCCCOc1ccc(/C(C)=N/Nc2cc(C)nc3ccc(Br)cc23)cc1 | 103 | 88 | 101 | 116 | 101 | 96 | 102 | 96
COC(=O)c1ccc2oc(NC(=O)c3ccc(N4CCN(C(c5ccccc5)c5ccccc5)CC4)c([N+](=O)[O-])c3)nc2c1 | 114 | nt | 92 | 65 | 92 | 84 | 88 | 94
COc1ccc2nc(N=Nc3c(N)nc(N)[nH]c3=O)sc2c1 | 109 | 79 | 109 | 105 | 96 | 88 | 86 | 97
Cn1c(-c2ccc(Br)cc2)c(O)c(=O)c2c(F)cccc21 | 68 | 40 | 67 | 55 | 71 | 38 | 87 | 54
CCOC(=O)c1c(C)oc2ncnc(N3CCN(CC(=O)Nc4ccc(Cl)cc4)CC3)c12 | 102 | 102 | 116 | 113 | 108 | 95 | 96 | nt
CC1(C)CC(=O)C2=C(C1)Oc1c(Cl)cc(Cl)cc1C2 | 98 | 102 | 96 | 104 | 91 | 94 | nt | 88
Nc1nc(CSCC(=O)N/N=C/c2ccccc2F)nc(Nc2ccccc2F)n1 | 87 | 98 | 103 | 106 | 111 | 87 | 113 | 82
CCOc1ccc(/C=C2\CCc3ccccc3C2=O)cc1 | 97 | 102 | 133 | 105 | 111 | 91 | 114 | 99

Structural class, the entries above with fluorine (8)
SMILES | MDA-MB-435 | LOX IMVI | SK-MEL-28 | MALME-3M | UACC-257 | UACC-62 | SK-MEL-2 | SK-MEL-5
C=CC(=O)N[C@@H](/C=C/C(=O)OCC)Cc1ccc(-c2cc(F)cc(C(N)=O)c2)cc1 | 94 | 99 | 104 | 102 | 92 | 76 | 99 | 97
COc1ccc(-c2cc(C(=O)Nc3nc4ccc(F)cc4s3)nc3cc(-c4ccccc4)nn23)cc1OC | 106 | 101 | 102 | 99 | 102 | 116 | nt | 106
COc1ccc(-c2cc(-c3ccccc3)nn(CC(=O)N3CCN(c4ccc(F)cc4)CC3)c2=O)cc1 | 111 | 98 | 107 | 95 | 97 | 98 | 101 | 103
Nc1ncc(-c2ccc3ncnc(N4CCc5cc(F)c(Cl)cc54)c3c2)cc1CO | -34* | 7.2* | -4.3* | -26* | 9.3* | -60* | -63* | -72*
CC1(C)CC(=O)C2=C(C1)N(c1ccc(OC(F)(F)F)cc1)C(N)=C(C#N)C2c1cccc(Br)c1 (configuration not stated) | 98 | 86 | 99 | 94 | 89 | 74 | 91 | 93
CC(C)(C)n1cc(-c2ccnc(NCCNS(=O)(=O)c3ccc(C(F)(F)F)cc3)c2)c(-c2cccc(F)c2)n1 | 96 | 95 | 103 | 93 | 92 | 79 | 108 | 70
Cn1c(-c2ccc(Br)cc2)c(O)c(=O)c2c(F)cccc21 | 68 | 40 | 67 | 55 | 71 | 38 | 87 | 54
Nc1nc(CSCC(=O)N/N=C/c2ccccc2F)nc(Nc2ccccc2F)n1 | 87 | 98 | 103 | 106 | 111 | 87 | 113 | 82
